# PKM2 activator = PKM2 (human) enzyme activation; P14618; purified PKM2, Kinase-Glo ATP luminescence, activation; response scale: 0% is enzyme alone, no compound; Potency, µM (titrated, usually from 57.5 µM), without a hit: top-dose activation, hits mostly activators; 0.34% of 260,000 active; further: potency means the concentration at half of the fitted maximal effect; on the % scale 0 is the no-effect control and ±100 the full control effect; nearly all actives have a fitted effect of over 55% in size
#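 Kinase-Glo luminescence reports ATP generated from ADP (0.1 mM) and PEP (0.5 mM) by purified hPK-M2 after 1 h at room temperature, pH 7.2 imidazole buffer; intermediate enzyme activity allows detecting inhibitors and activators.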
# Menin MLL FP TR = menin-MLL binding inhibition, Texas Red mutant peptide; O00255; Menin + Texas Red MLL mutant peptide, fluorescence polarization; Potency, µM (series often up to 61.6 µM), inactives show at the top dose FP activity change, negative = inhibition, most hits filed as inhibitors; 0.23% of 270,000 active; active means well fitted inhibition curve with a large enough effect in the polarisation, with a control signal flat, not every such curve was filed as active; inconclusive means small, poorly fitted or top-dose-only effect, or effect the other way, or a change in a side signal; inactive means no such curve, though single readings can be large or run the other way; the % refers to the polarisation; further: potency means the concentration at half of the fitted maximal effect; % of control where 0% means no effect; many of its hits are not listed in these tables
# Integrin act MD = integrin-mediated muscular dystrophy alleviation activation. Potency, µM (top dose mostly 38.3 µM), without a hit: at the top dose activation, usual class: activators. alpha7betagal myoblasts, beta-gal FDG fluorescence, 48 h. 0.064% of 350,000 active;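 further: potency means the concentration at half of the fitted maximal effect; 100% = response of the positive control SU9516; nearly all actives have a fitted effect of over 60% in size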
#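 alpha7betagal+/- myoblasts (passage 13, 250/well) treated 48 h at 37C with compounds at 1:260 dilution of DMSO stock. Lysed, then beta-galactosidase activity read as FDG fluorescence (ex 480/em 540) after 30 min, with pre-read for autofluorescence.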
# BCR signal inh = chronic active BCR signaling inhibition; Potency, µM (series often up to 46.1 µM), without a hit: at the highest dose ratio change, negative = lower green/red ratio, usual class: inhibitors; 0.05% of 340,000 active; ABC-DLBCL IkBa-CBG/CBR reporter, luminescence ratio, 4 h; active means well fitted inhibition curve with a large enough effect in the signal ratio, with a control signal flat, not every such curve was filed as active; inconclusive means small, poorly fitted or top-dose-only effect, or effect the other way, or a change in a side signal; the % refers to the signal ratio;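 further: potency means the concentration at half of the fitted maximal effect; plate controls were basal doxycycline-induced cells for no effect and cells given 10 µM MG132 for full effect; MG132 reads +100%, hits lower the ratio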
#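 TMD8 ABC-DLBCL cells carrying doxycycline-inducible green luciferase fused to IkappaBalpha plus unfused red luciferase were exposed to compounds (up to 46 uM) for 4 hrs at 37C. Activity came from the overlap-corrected green/red luminescence ratio.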
# Tb PFK inh = blocks T. brucei phosphofructokinase; T. brucei PFK, ADP-Glo luminescence; 0.17% of 330,000 active; Potency, µM (series often up to 57.5 µM), without a hit: top-dose activity, negative = inhibition, usual class: inhibitors; AID 485367; O15648;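 further: potency means the concentration at half of the fitted maximal effect; 0% = uninhibited 1x PFK enzyme wells and -100% = no-enzyme wells; nearly all actives have a fitted effect of over 60% in size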
#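 ADP-Glo luminescence quantified ADP after 45 min at room temperature, with 1.25 nM T. brucei PFK, 0.1 mM ATP and 0.5 mM fructose-6-phosphate in pH 8.0 TEA buffer. qHTS titrations up to 57 µM; curves classified by quality.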
# S-ASM inh = human S-ASM enzyme inhibition; 0.006% of 340,000 active; AID 504937; placental ASM, HMU-PC fluorogenic substrate, 60 min; Potency, µM (highest dose often 57.5 µM), without a hit: top-dose activity change, negative = inhibition, most hits filed as inhibitors; further: potency means the concentration at half of the fitted maximal effect
#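 HMU-PC0 cleavage (9 uM final) by human placental ASM, 60 min at 37 °C following 10 min compound exposure at RT; stopped at pH 10, fluorescence Ex 386/Em 447 nm.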
# B2AR arrestin = beta2AR (human) beta-arrestin recruitment activity; P07550; 0.02% of 330,000 active; beta-arrestin recruitment to beta2AR, cell-based reporter; Potency, µM (doses to about 46.1 µM), inactives show at the highest dose activation, actives largely listed as activators;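 further: potency means the concentration at half of the fitted maximal effect; 0% = DMSO controls and full agonism = EC100 isoproterenol or metaproterenol; nearly all actives have a fitted effect of over 65% in size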
# TSG101-PTAP inh = blocks PTAP/TSG101 interaction to inhibit HIV-1 budding; Fluorescence polarization, FITC-PTAP peptide / Tsg101 binding; 340,000 tested, under 10 active; Potency, µM (series often up to 115 µM), without a hit: top-dose activity change, negative = inhibition, usual class: inhibitors; Q99816; active means well fitted inhibition curve with a large enough effect in the main read-out, with a control signal flat, not every such curve was filed as active; inconclusive means small, poorly fitted or top-dose-only effect, or effect the other way, or a change in a side signal; inactive means no such curve, though single readings can be large or run the other way; further: potency means the concentration at half of the fitted maximal effect; % of control where 0% means no effect
# Target sequence (Q99816 whole entry, looked up): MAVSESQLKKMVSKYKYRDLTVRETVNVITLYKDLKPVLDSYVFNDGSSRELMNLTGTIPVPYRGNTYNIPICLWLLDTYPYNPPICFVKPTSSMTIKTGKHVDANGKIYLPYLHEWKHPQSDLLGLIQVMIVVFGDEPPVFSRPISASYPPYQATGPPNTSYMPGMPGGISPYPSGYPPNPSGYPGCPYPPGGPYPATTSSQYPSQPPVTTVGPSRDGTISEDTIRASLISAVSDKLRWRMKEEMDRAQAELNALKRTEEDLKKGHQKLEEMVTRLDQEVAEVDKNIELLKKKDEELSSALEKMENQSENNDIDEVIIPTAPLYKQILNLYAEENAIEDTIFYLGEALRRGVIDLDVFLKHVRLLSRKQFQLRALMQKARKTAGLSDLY
#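 Compounds were pin-transferred onto Tsg101 binding domain (10 uM final) in HEPES pH 7.5 buffer, then FITC-PTAP peptide was added at 50 nM final. After 20 min at RT, polarization reported peptide displacement across a qHTS concentration series.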
# FBPA coupling cs = inhibits coupling enzyme system, counter-screen for aldolase hits; 0.67% of 290,000 active; coupling enzyme system counterscreen, AmpLite Red fluorescence; activity change, negative = inhibition, % at 58.2 µM, hits read low; in the data active means activity change below about -30%; further: on the % scale 0 is the no-effect control and ±100 the full control effect
#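 Counterscreen of the coupled detection system alone, without aldolase: glyceraldehyde-3-phosphate coupling enzymes plus AmpLite Red readout. Compounds at 57.5 uM final, 10 min RT preincubation, 20 min RT reaction, fluorescence 525/598 nm.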
# GALK inh = inhibitors of human galactokinase | Purified GALK, Kinase-Glo residual ATP luminescence | Potency, µM (series often up to 57.5 µM), inactives show top-dose activity change, negative = inhibition, actives largely listed as inhibitors | 0.007% of 270,000 active; further: potency means the concentration at half of the fitted maximal effect; on the % scale 0 is the no-effect control and ±100 the full control effect
# Target sequence (P51570 whole entry, looked up): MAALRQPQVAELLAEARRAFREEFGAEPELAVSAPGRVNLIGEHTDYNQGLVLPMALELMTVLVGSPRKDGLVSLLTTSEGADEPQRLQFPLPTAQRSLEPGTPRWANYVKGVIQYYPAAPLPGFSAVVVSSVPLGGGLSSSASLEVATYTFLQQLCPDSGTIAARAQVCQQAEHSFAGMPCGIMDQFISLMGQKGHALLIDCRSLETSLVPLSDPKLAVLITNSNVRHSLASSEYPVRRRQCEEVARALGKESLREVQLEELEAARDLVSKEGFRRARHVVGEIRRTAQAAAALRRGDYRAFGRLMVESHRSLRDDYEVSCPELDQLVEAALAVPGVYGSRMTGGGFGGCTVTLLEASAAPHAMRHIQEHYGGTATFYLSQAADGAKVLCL
#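 Human GALK (5 nM) with 35 uM ATP and 100 uM galactose in 20 mM HEPES pH 8.0, 5 mM MgCl2, 60 mM NaCl, 1 mM DTT, 0.01% BSA. After 1 h at room temperature, leftover ATP was read by Kinase-Glo Plus luminescence.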
# Giardia killer = kills Giardia lamblia. Giardia lamblia trophozoite viability. activity change, % at 7.66 µM, hits read low. 0.15% of 340,000 active; in the data active means activity change below about -80%; inconclusive means between about -30% and that limit;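 further: parasites exposed to compound for two days anaerobically before the ATP read; on the % scale 0 is the no-effect control and ±100 the full control effect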
#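 Compounds were tested on trophozoites seeded at 100 cells/well and held 48 hrs at 37 deg C anaerobically. An ATP-based luminescent kit measured the remaining live cells.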
# * marks the source's active call; other numbers are inactive results; i = inactive; ? = inconclusive; · = not tested or not shown; [ ] = remark or other dose. Unless noted, the call rests on the fitted dose curve; in most records, active means well fitted curve in the direction sought with a large enough effect; inconclusive means small, poorly fitted or top-dose-only effect, or another doubt; inactive means no such curve, though single readings can be large; an effect the other way counts as inactive or inconclusive. Some of the compounds tested, so the mix of outcomes need not match the whole.
SMILES,PKM2 activator,Menin MLL FP TR,Integrin act MD,BCR signal inh,Tb PFK inh,S-ASM inh,B2AR arrestin,TSG101-PTAP inh,FBPA coupling cs,GALK inh,Giardia killer
Cc1nc2sc3c(c2c(=O)o1)CC(C)(C)OC3,3.9%,1.3%,-13.7%,?,1.7%,-0.3%,0.1%,-1.0%,0.7,-1.5%,-8.5
O=C(NC(=S)Nn1cnnc1)c1ccccc1,·,·,26.2%,-2.3%,-2.0%,0.2%,0.0%,-2.1%,·,·,-28.8
C=CCNC(=S)NNC(=O)c1ccc(C)c(Cl)c1,-1.6%,10.2%,-17.1%,-2.6%,-6.1%,3.0%,-0.4%,0.7%,2.9,-0.1%,15.1
COc1ccc(CNC(=O)COC(=O)c2c(C)nn(-c3ccccc3)c2C)cc1OC,·,·,9.4%,?,10.8%,-1.6%,0.1%,-1.6%,·,·,3.6
O=C(c1ccc(=O)[nH]c1)N(Cc1cccs1)C1(C(=O)NC2CCCC2)CCCCC1,-2.8%,-5.6%,8.3%,2.8%,0.9%,3.2%,-0.9%,-1.1%,-0.7,·,-15.7
COc1cccc(C(=O)N(Cc2ccccc2)Cc2cc3cc4c(cc3[nH]c2=O)OCCO4)c1,1.3%,3.9%,-13.9%,1.1%,-2.2%,13.9%,0.1%,73.1%[activator],3.1,1.8%,8.6
O=C(Nc1nnc(-c2cccnc2)o1)c1cccc(Cl)c1,8.9%,-13.1%,-14.2%,?,13.5%,0.7%,0.2%,-0.8%,1.1,-2.8%,1.6
COc1ccc(/C=C(\NC(=O)c2ccco2)C(=O)N2CCOCC2)cc1,-7.5%,-6.6%,10.7%,1.0%,0.5%,4.3%,-0.5%,-8.9%,5.9,5.3%,0.3
O=C(C1CCCN(S(=O)(=O)c2cnc[nH]2)C1)N1CCN(Cc2ccccc2)CC1 (stereo not drawn),1.9%,0.0%,1.8%,-2.7%,-0.2%,-3.4%,-0.2%,-4.8%,3.5,-1.4%,-13.3
CCN(CC)S(=O)(=O)c1ccc(N/N=C(\C)c2cccnc2)nc1,·,-5.7%,-21.1%,0.6%,-18.1%,1.3%,0.3%,0.0%,-9.3,3.4%,-6.8
Nc1nc2ccc(C(=O)NC3CCCCC3)cc2s1,-2.5%,-3.5%,11.9%,?,1.1%,3.9%,-0.6%,-3.5%,2.5,0.4%,-3.4
COc1ccc(S(=O)(=O)N2CCCOC2CNC(=O)C(=O)NCc2ccccc2F)cc1C (stereo not drawn),-7.6%,·,2.3%,-14.0%,1.5%,-0.8%,-0.2%,-0.2%,·,5.0%,-18.8
Cc1cc(NC(=O)c2ccccc2Cl)c(C(C)C)cc1O,-3.2%,0.2%,?,-7.8%,-0.7%,0.6%,0.6%,0.3%,3.4,-0.9%,6.0
O=S(=O)(Nc1n[nH]c(C(F)(F)F)n1)c1ccccc1,-6.0%,·,0.1%,-6.6%,-3.4%,0.2%,-0.4%,-5.2%,1.4,1.3%,11.4
O=C(N/N=C1/CCSC1)c1cc(Br)ccc1O,-7.6%,?,8.8%,?,15.3%,9.9%,-0.1%,0.0%,1.9,0.0%,14.3
Fc1ccccc1C1c2[nH]c3ccccc3c2CCN1Cc1cccn1-c1ncccn1 (stereo not drawn),0.8%,20.8%,17.7%,?,0.7%,1.5%,-0.7%,-5.7%,-0.8,1.9%,-6.4
O=C(CN1CCN(CC(=O)Nc2cccc(F)c2)CC1)NCC1(N2CCOCC2)CCCCC1,·,·,-1.8%,5.1%,-1.1%,-0.1%,-0.3%,-0.4%,·,·,-1.7
C[C@]12c3[nH]c4ccccc4c3CCN1C(=O)C(CC(=O)NCC13CC4CC(CC(C4)C1)C3)C[C@@H]2C(=O)N1CCOCC1 (stereo partly drawn),·,·,14.9%,?,-5.0%,-5.9%,-0.8%,-1.6%,·,·,-16.2
CC1(C)Oc2cc(N)c([N+](=O)[O-])cc2O1,-1.0%,-20.2%,4.6%,-1.7%,-3.7%,-9.3%,-0.5%,-2.0%,0.7,6.4%,-12.0
Cc1cc(C)c2nc(-c3ccccn3)cc(C(=O)n3cccn3)c2c1,3.2%,-2.9%,-3.4%,-1.6%,-12.9%,6.9%,-0.1%,-4.8%,1.0,2.5%,-4.8
CC(C)S(=O)(=O)c1ccc(C(=O)Nc2ccc(F)cc2F)cn1,-0.1%,-1.4%,5.2%,-0.3%,1.4%,-2.4%,-0.2%,-4.7%,-0.1,0.7%,8.2
Cc1onc(-c2c(F)cccc2Cl)c1C(=O)NNC(=O)C1CCN(Cc2ccccc2)CC1,0.5%,?,5.7%,1.7%,8.0%,-2.9%,0.1%,-2.8%,1.9,6.9%,19.5
Cc1c(CCC(=O)NCCCN2CCCC2=O)c(=O)oc2c(C)c(O)ccc12,-3.4%,0.4%,18.7%,16.3%,-3.6%,i,-0.6%,-4.6%,-0.3,·,-5.5
CC(=O)NC(CC(=O)Nc1ccc(S(=O)(=O)N2CCCC2)cc1)c1ccccc1 (stereo not drawn),0.4%,-3.1%,7.1%,0.6%,0.0%,2.1%,0.4%,-4.1%,3.8,5.6%,-16.3
CCC(=O)Nc1ccc2nc(C3CC3)n(Cc3ccc(C(C)(C)C)cc3)c(=O)c2c1,-1.7%,·,-0.3%,-0.2%,0.4%,-11.9%,0.2%,-0.2%,-1.9,-1.7%,8.9
Clc1ccc(-c2nnc(SCc3cn4ccsc4n3)n2CC2CCCO2)cc1 (stereo not drawn),-3.4%,-10.4%,5.8%,-1.2%,1.6%,-0.6%,-0.4%,-7.7%,3.6,5.6%,15.3
Cc1cccc(S(=O)(=O)N2CCCc3ccccc32)c1,·,?,-10.8%,-0.3%,0.5%,1.7%,-0.1%,-2.2%,-12.5,·,-23.8
CCc1cccc(NC(=O)CCS(=O)(=O)c2ccc(Br)cc2)c1,·,3.1%,4.2%,-2.0%,-19.6%,2.8%,-0.4%,-0.3%,-5.0,2.5%,-13.4
Cc1ccc(S(=O)(=O)NCCC(=O)N2CC(C)OC(C)C2)cc1C (stereo not drawn),·,·,17.4%,1.1%,-9.8%,-2.7%,0.2%,-0.9%,·,·,7.1
COc1ccc(NC(=O)Cc2cccs2)cc1S(=O)(=O)N1CCCCC1,·,·,11.3%,-0.2%,-5.2%,-0.1%,0.0%,-5.2%,·,·,-1.1
C/C(Cl)=C/Cn1c(NCCN(C)C)nc2c1c(=O)n(C)c(=O)n2C,-7.2%,12.6%,-5.3%,9.1%,7.6%,0.9%,0.4%,-4.7%,0.2,0.3%,18.4
COc1ccccc1N1CCN(CC(=O)Nc2c(C)n(C)n(-c3ccccc3)c2=O)CC1,-1.4%,3.0%,-4.7%,-20.7%,-0.7%,-1.3%,0.0%,-0.4%,-2.6,-1.4%,-17.1
COCCNCCCCOc1c(Cl)cc(C)cc1Br,8.9%,?,-75.1%[inhibitor],?,-0.4%,-1.0%,-0.5%,-5.8%,3.2,-1.5%,-0.8
O=C1C2N=NN(CC(=O)N3N=C(c4ccccc4)CC3c3ccc([N+](=O)[O-])cc3)C2C(=O)N1c1ccccc1 (stereo not drawn),-5.3%,47.7%[activator],·,7.1%,3.7%,·,0.4%,·,-0.4,-4.6%,·
CCn1ccnc1CN(C)Cc1nc(-c2ccc(C(=O)OC)cc2)no1,7.4%,·,0.0%,4.0%,14.6%,4.3%,0.0%,-1.3%,0.3,-2.0%,-8.8
FC(F)(F)c1ccc(Cl)c(NC(=S)N/N=C/c2ccccc2C(F)(F)F)c1,-4.3%,-7.8%,8.5%,?,1.0%,3.0%,-0.3%,-2.2%,-1.2,-0.6%,0.5
CCCn1c(=N)n(CC(=O)C(C)(C)C)c2ccccc21,13.3%,-16.9%,0.5%,2.8%,1.2%,0.7%,-0.1%,-1.5%,-12.7,3.4%,3.2
CCC(=O)NC(NC(=S)Nc1ccc(S(N)(=O)=O)cc1)C(Cl)(Cl)Cl (stereo not drawn),-5.1%,7.1%,5.5%,1.3%,5.2%,-2.5%,-0.1%,1.5%,2.3,·,8.8
O=C1CCCC2=C1C(c1ccc(Cl)cc1)n1c(s/c(=C\c3ccc4ccncc4c3)c1=O)=N2 (stereo not drawn),0.9%,6.3%,6.6%,0.0%,4.7%,-5.8%,-0.3%,-4.8%,8.6,0.3%,-6.2
Cc1ccc(C(=O)N/C(=C\c2ccc(-c3ccc(Cl)cc3)o2)C(=O)NCCCN(C)C)cc1,0.5%,?,-63.9%[inhibitor],?,-4.0%,85.6%[activator],-0.2%,-7.0%,-2.6,-0.8%,-18.4
